# Rev-RRE block: disrupts HIV-1 Rev binding to RRE RNA; inhibition, % at 8 µM; Rev peptide-RRE RNA binding, FRET; P05866; 97,000 compounds, 0.79% hits;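 active = inhibition above the screen-wide mean plus 3 SD, cut at about 35% in these data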;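 note: 0% = median DMSO wells and 100% = median Neomycin B control wells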
# Target sequence (P05866 whole entry, looked up): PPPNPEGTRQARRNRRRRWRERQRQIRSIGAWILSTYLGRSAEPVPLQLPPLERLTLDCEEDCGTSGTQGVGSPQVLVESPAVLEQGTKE
#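 assay system = Cy5-tagged RRE RNA duplex with fluorescein-tagged Rev peptide | incubation = 5 + 15 min at 25 °C | also added = labelled Rev peptide | measure = % inhibition of FRET ratio versus controls | benchmarks = DMSO wells as 0% and neomycin B wells as 100% inhibition | measured by = FRET fluorescence readout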
# PLK1 kinase inh: inhibitors of human PLK1 kinase. P53350. recombinant PLK1 kinase, TR-FRET peptide phosphorylation. inhibition, % at 10 µM. 97,000 compounds, 0.53% hits. AID 619;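 active = inhibition of 50% or more in the single-concentration screen; inactive = inhibition below 50%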;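 note: 0% = DMSO max control and 100% = H-89 dihydrochloride min control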
# Target sequence (P53350 whole entry, looked up): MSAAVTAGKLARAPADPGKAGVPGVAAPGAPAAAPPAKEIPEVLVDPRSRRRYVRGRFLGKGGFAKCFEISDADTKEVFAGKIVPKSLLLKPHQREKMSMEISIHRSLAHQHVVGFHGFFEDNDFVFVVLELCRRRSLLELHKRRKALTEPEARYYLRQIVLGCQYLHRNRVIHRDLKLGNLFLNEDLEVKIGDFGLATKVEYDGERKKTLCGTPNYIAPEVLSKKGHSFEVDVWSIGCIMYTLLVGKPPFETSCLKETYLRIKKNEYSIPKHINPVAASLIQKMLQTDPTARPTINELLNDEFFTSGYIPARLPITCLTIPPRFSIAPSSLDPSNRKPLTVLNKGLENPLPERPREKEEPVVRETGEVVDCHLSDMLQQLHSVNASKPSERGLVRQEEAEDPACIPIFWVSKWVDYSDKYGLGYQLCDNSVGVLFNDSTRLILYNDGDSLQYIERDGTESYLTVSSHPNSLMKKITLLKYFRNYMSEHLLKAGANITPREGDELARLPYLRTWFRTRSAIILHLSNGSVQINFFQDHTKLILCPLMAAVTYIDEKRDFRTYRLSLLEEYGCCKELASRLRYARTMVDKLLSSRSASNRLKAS
# ERa SRC1 pot: ER-alpha (human) coactivator binding potentiation; TR-FRET ERalpha-LBD/SRC-Cy5 coactivator binding, 2 h; 100 = basal binding, no effect; coactivator binding (% of control), % at 25.6 µM; 86,000 compounds, 1.3% hits; in the data active = activity above about 200%;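 note: binding measured in presence of low estradiol as agonist stimulus; 0% = peptide alone without receptor and 100% = receptor with peptide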
# PLK1 PBD inh: Plk1 (human) PBD binding inhibition. P53350. Plk1 PBD phosphopeptide binding, fluorescence polarization. inhibition, %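 (tested at about 20 µM)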. 97,000 compounds, 0.13% hits. AID 693; in the data active = inhibition above about 34%, passing the limit was not always enough
# ERb SRC1 inh: blocks coactivator binding to human estrogen receptor beta; Q92731; TR-FRET ER-beta LBD / SRC1-Cy5 peptide binding; receptor agonist-loaded with 1 µM estradiol; inhibition, % at 25.6 µM; 86,000 compounds, 1.3% hits;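 active = compounds whose percent inhibition of the receptor-coactivator binding signal exceeds about 50% in the single-dose screen, limit read from the data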;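 note: 0% = receptor plus peptide wells without compound and 100% = peptide-only wells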
# Mac1 fbg inh: CD11b/CD18-fibrinogen binding inhibition; P05107+P11215; K562 CD11b/CD18 adhesion to fibrinogen, ATPlite luminescence; Mn2+ added to activate the integrin; inhibition, % at 10 µM; 93,000 compounds, 0.54% hits; AID 1497;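 active = primary inhibition of 50% or more at 10 µM, then 40% or more on retest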; note: some results filed as inactive read as strong as hits
# FAK blocker: FAK (human) kinase inhibition; Q05397; biochemical FAK kinase activity assay; inhibition, %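 (tested at 7 µM)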; 97,000 compounds, 0.84% hits; in the data active = inhibition above about 19%;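 note: 0% = DMSO and 100% = reference compound high control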
# Mac1 fbg enh: enhancers of human CD11b/CD18 binding to fibrinogen; activation, % at 10 µM; 93,000 compounds, 0.07% hits; P05107+P11215; K562 CD11b/CD18 adhesion to fibrinogen, ATPlite luminescence;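 active = 10 µM primary screen giving 50% or more activity, confirmed by 40% or more on retest at that dose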; note: strong numbers were not always called active
# ERa SRC1 inh: ER-alpha (human) coactivator binding inhibition; TR-FRET ER-alpha LBD / SRC-1 peptide, estradiol-bound; 86,000 compounds, 1.7% hits; inhibition, % at 25.6 µM; P03372; in the data active = inhibition above about 50%;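 note: 0% = receptor plus peptide control and 100% = peptide only without receptor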
# Numbers without * were called inactive; x = not tested or not shown; [ ] = remark or other dose.
[1] O=C(O)C1CC=CCC1C(=O)NCCc1ccccc1 (stereo not drawn)
[2] CCc1c(C)nc(SCC(=O)Nc2cccc(Br)c2)[nH]c1=O
[3] CCOC(=O)N/N=C\c1ccc([N+](=O)[O-])o1
[4] Cc1cc(C)c(NC(=O)CSc2nnc(-c3ccncc3)n2Cc2ccco2)c(Cl)c1
[5] CC(NC(=O)NC(N)=O)(C(F)(F)F)C(F)(F)F
[6] COC(=O)c1cccc(NS(=O)(=O)c2ccc(OC)c(OC)c2)c1C
[7] CCOC(=O)c1cc(-c2ccccc2)sc1NC(=O)CSc1nnnn1C
[8] CCOC(=O)CSc1nnc([C@H](C)NC(=O)OC(C)(C)C)o1
compound no.	1	2	3	4	5	6	7	8
FAK blocker	-1	-6	-2	-8	-4	3	-1	-6
Mac1 fbg inh	2	-11	x	-5	x	10	-18	x
ERb SRC1 inh	-6	-3[fluorescence artefact?]	17	-2	x	25	31	-7[fluorescence artefact?]
ERa SRC1 inh	-10	1	4	-9	x	6	37	-3
PLK1 PBD inh	-7	11	-21	-11	-11	0	11	-12
Rev-RRE block	8	3	5	2	2	-6	8	-1
Mac1 fbg enh	6	-2	x	-4	x	-5	0	x
PLK1 kinase inh	-5	-5	-9	1	-3	-37	-8	2
ERa SRC1 pot	114	88	101	108	x	90	83[fluorescence artefact?]	96

[9] CC1=CC2=NC(=O)CC(C)(C(=O)N(CC(=O)NC(C)(C)C)Cc3cccs3)N2C=C1 (stereo not drawn)
[10] O=C(O)CCn1ccnc1-c1ccccc1
[11] COc1cc(OC)nc(Oc2ccccc2C(=O)Oc2ccc(F)cc2Cl)n1
[12] O=C(CCN1C(=O)c2ccccc2C1=O)OCn1nnc2ccccc2c1=O
[13] C=C(C)c1cccc(C(C)(C)NC(=O)N2CCCC(C(N)=O)C2)c1 (stereo not drawn)
[14] COc1ccc(CCNS(=O)(=O)c2ccc3c(c2)OCCO3)cc1
[15] COCCCNC(=O)Cn1cc2c(n1)CCCCC2
[16] COc1ccccc1-n1cnc2cc(NCc3ccco3)ccc21
compound no.	9	10	11	12	13	14	15	16
FAK blocker	-5	-3	-5	-2	-2	-1	x	-5
Mac1 fbg inh	x	0	x	-3	4	-8	-1	16
ERb SRC1 inh	x	-1	x	-2	-15	-25	8[fluorescence artefact?]	0[fluorescence artefact?]
ERa SRC1 inh	x	-10	x	-5	-8	-24	0	-2[fluorescence artefact?]
PLK1 PBD inh	-40	0	-23	0	-6	-1	x	-23
Rev-RRE block	2	2	8	10	0	5	x	-2
Mac1 fbg enh	x	-3	x	-5	-3	-2	4	4
PLK1 kinase inh	-12	11	2	-3	-9	-9	x	-3
ERa SRC1 pot	x	475*	x	93	115	100	115	115[fluorescence artefact?]

[17] Cc1cc(N=Cc2c(O)ccc3ccccc23)no1
[18] CCOc1ccc(N=C2NC(=O)S/C2=C\c2ccc(O)cc2)cc1
[19] CC(C)C1S/C(=N/N=C/c2ccco2)NC1=O (stereo not drawn)
[20] CCc1cc(-c2n[nH]c(=S)n2C(C)c2ccccc2)cs1 (stereo not drawn)
[21] CN(C)CCNc1nc2c(c(=O)[nH]c(=O)n2C)n1CC(O)COc1ccc(Cl)cc1 (stereo not drawn)
[22] C=CCN1C(=O)CS/C1=N/c1nccs1
[23] CCC1=NN(C(=O)Cc2ccc(OC)cc2)C(O)(C(F)(F)F)C1 (stereo not drawn)
[24] CCOC(=O)C1CCCN(Cc2cc(Br)ccc2OC)C1 (stereo not drawn)
compound no.	17	18	19	20	21	22	23	24
FAK blocker	0	4	-2	1	6	-2	-2	x
Mac1 fbg inh	-4	x	4	6	-2	5	-8	-22
ERb SRC1 inh	8[fluorescence artefact?]	31	x	x	-8	-7	x	-1[fluorescence artefact?]
ERa SRC1 inh	1[fluorescence artefact?]	46[fluorescence artefact?]	x	x	-14	-1	x	21[fluorescence artefact?]
PLK1 PBD inh	-3	-49	18	-7	-4	1	-16	x
Rev-RRE block	2	13	0	-1	2	4	4	x
Mac1 fbg enh	-8	x	3	1	1	-1	2	0
PLK1 kinase inh	-17	10	-9	-14	-6	-5	-17	x
ERa SRC1 pot	93	179[fluorescence artefact?]	x	x	131	108	x	110

[25] CN(C)CCOCCSc1ccc(Cl)cc1
[26] O=C(c1noc2c1CCCC2)N1CCOCC1
[27] CCOC(=O)c1nnn(-c2nonc2N)c1CSc1ccccc1
[28] COC(=O)CCC(=O)Nc1ccc(C)cc1OC(=O)CCC(=O)OC
[29] CCn1c(SCC(=O)Nc2cc(C)ccc2C)nc2c(c1=O)SC(C)C2 (stereo not drawn)
[30] CCN1CCN(C(c2cccs2)C(C)NC(=O)c2ccco2)CC1 (stereo not drawn)
[31] Cc1c(C(=O)OCc2ccccc2)[nH]c2c1C(=O)CC(c1ccco1)C2 (stereo not drawn)
[32] CCCOc1ccc(Cc2nn3c(=O)/c(=C/c4ccco4)sc3nc2=O)cc1
compound no.	25	26	27	28	29	30	31	32
FAK blocker	-2	0	0	0	x	-6	x	-3
Mac1 fbg inh	x	7	-1	1	-43	x	8	-3
ERb SRC1 inh	x	-1	-14	5	-6	25	56*	16
ERa SRC1 inh	x	-12	-9	-11	-3	-13	55*	38
PLK1 PBD inh	13	1	-12	25	x	25	x	6
Rev-RRE block	4	2	12	8	x	-5	x	9
Mac1 fbg enh	x	1	-2	-3	-4	x	12	5
PLK1 kinase inh	-14	-18	-5	0	x	2	x	-21
ERa SRC1 pot	x	102[fluorescence artefact?]	115	100	95	112	89[fluorescence artefact?]	92

# From compound 26 to 32, as listed above:
[26] O=C(c1noc2c1CCCC2)N1CCOCC1
[27] CCOC(=O)c1nnn(-c2nonc2N)c1CSc1ccccc1
[28] COC(=O)CCC(=O)Nc1ccc(C)cc1OC(=O)CCC(=O)OC
[29] CCn1c(SCC(=O)Nc2cc(C)ccc2C)nc2c(c1=O)SC(C)C2 (stereo not drawn)
[30] CCN1CCN(C(c2cccs2)C(C)NC(=O)c2ccco2)CC1 (stereo not drawn)
[31] Cc1c(C(=O)OCc2ccccc2)[nH]c2c1C(=O)CC(c1ccco1)C2 (stereo not drawn)
[32] CCCOc1ccc(Cc2nn3c(=O)/c(=C/c4ccco4)sc3nc2=O)cc1
compound no.	26	27	28	29	30	31	32
FAK blocker	0	0	0	x	-6	x	-3
Mac1 fbg inh	7	-1	1	-43	x	8	-3
ERb SRC1 inh	-1	-14	5	-6	25	56*	16
ERa SRC1 inh	-12	-9	-11	-3	-13	55*	38
PLK1 PBD inh	1	-12	25	x	25	x	6
Rev-RRE block	2	12	8	x	-5	x	9
Mac1 fbg enh	1	-2	-3	-4	x	12	5
PLK1 kinase inh	-18	-5	0	x	2	x	-21
ERa SRC1 pot	102[fluorescence artefact?]	115	100	95	112	89[fluorescence artefact?]	92

# The listing continues.
[33] COc1ccc(-c2noc(COc3ccc4c(c3)OCO4)n2)cc1OC
[34] Cn1cccc1P(=O)(c1cccn1C)c1cccn1C
[35] O=C(NCc1ccccn1)c1cc2ccccn2n1
[36] O=C(CCN1C(=O)COc2ccccc21)N1CCN(c2ccccn2)CC1
[37] CC1Sc2ccc(C(=O)O)cc2NC1=O (stereo not drawn)
[38] N#CC1=C(N)OC2=C(CN(Cc3ccccc3)C/C2=C\c2cccnc2)C1c1cccnc1 (stereo not drawn)
[39] COc1ccc(C2CC(c3ccccc3)=NN2C(=O)c2cccs2)cc1 (stereo not drawn)
[40] CCCCOc1ccc(N2C(=O)CC(N(O)c3ccccc3)C2=O)cc1 (stereo not drawn)
compound no.	33	34	35	36	37	38	39	40
FAK blocker	-1	-1	3	-1	-2	1	2	-5
Mac1 fbg inh	-24	-3	-5	-30	-11	-3	-11	1
ERb SRC1 inh	-7[fluorescence artefact?]	-3	1	1	x	x	x	-4
ERa SRC1 inh	-11	-1	-7	0	x	x	x	2
PLK1 PBD inh	-31	-15	18	4	4	-9	11	-20
Rev-RRE block	0	2	6	-3	3	19	11	7
Mac1 fbg enh	-1	-2	3	2	1	-2	2	0
PLK1 kinase inh	-7	-5	1	1	-6	-3	-11	-6
ERa SRC1 pot	111	126	126	110	x	x	x	122

[41] CCSC1=NC(C)(C)C=C(C)N1
[42] CCCc1ccc(Oc2cn[nH]c2-c2ccc(O)c(C)c2O)cc1
[43] CCC(c1nnnn1Cc1ccco1)N1CCN(c2cc(Cl)ccc2C)CC1 (stereo not drawn)
[44] COc1cccc(-c2nc(CC(=O)O)cs2)c1OC
[45] Cc1cc(CC(C)C)n(-c2nc3ccccc3c(=O)n2OCC(N)=O)n1
[46] CCOC(=O)c1[nH]c(C)c(C(=O)Nc2ccccc2C)c1C
[47] CCC(=O)Nc1nc2ccccc2n1Cc1ccccc1
[48] COc1ccc2cc3c(N)c(C(=O)NCc4ccco4)sc3nc2c1
compound no.	41	42	43	44	45	46	47	48
FAK blocker	3	x	3	-2	2	x	x	7
Mac1 fbg inh	-3	101*	-7	6	3	22	-1	1
ERb SRC1 inh	x	5[fluorescence artefact?]	-2	1	-8	-2	6	37[fluorescence artefact?]
ERa SRC1 inh	x	-8	-5	0	3	-5	0	56*[fluorescence artefact?]
PLK1 PBD inh	8	x	2	19	1	x	x	-2
Rev-RRE block	9	x	2	6	-2	x	x	31
Mac1 fbg enh	0	-11	-1	2	1	-4	-4	8
PLK1 kinase inh	-6	x	-11	-3	-8	x	x	-9
ERa SRC1 pot	x	100	106	118	107	110	106	70[fluorescence artefact?]

[49] CS(=O)(=O)Nc1ccccc1C(=O)Nc1cccc(Cl)c1
[50] COc1cccc(-c2nnc(SCC(=O)Nc3ccc(OC)c(OC)c3)n2N)c1
[51] O=C(CCC1COc2ccccc2O1)NC1CCCCC1 (stereo not drawn)
[52] COc1ccccc1-n1c(=O)oc2ccc(Cl)cc2c1=O
[53] Cc1nc2ccccc2cc1O
[54] O=C(Nc1ccccc1)c1ccc(S(=O)(=O)NCC2CCCO2)cc1 (stereo not drawn)
[55] CN1CCN(C(=O)CN(Cc2ccc(Cl)cc2)S(C)(=O)=O)CC1
[56] O=C(CSc1nnc(-c2ccccc2)c(-c2ccccc2)n1)NCc1ccco1
compound no.	49	50	51	52	53	54	55	56
FAK blocker	-2	-1	-3	-1	0	x	0	-1
Mac1 fbg inh	102	-3	-6	96*	20	-5	x	x
ERb SRC1 inh	-6	3	3	-9	4	2	-1	-1
ERa SRC1 inh	-1	-3	-10	0	-2	-5	2	-9
PLK1 PBD inh	-13	-3	-10	-9	7	x	23	10
Rev-RRE block	5	3	-3	2	10	x	4	9
Mac1 fbg enh	-12	1	-1	-12	0	113	x	x
PLK1 kinase inh	-15	-10	-4	-10	1	x	-9	-17
ERa SRC1 pot	98	116	121	126	115	108	123[fluorescence artefact?]	98

[57] COC(=O)CSc1cc(C)nc2ccc(OC)cc12
[58] CC(C)Cc1ccc(S(=O)(=O)N2CCOCC2)cc1
[59] COC(=O)c1c(C(=O)OC)c2n(c1C)CCC2
[60] Cc1ccc(/C=C2\SC(=S)N(c3c(C)n(C)n(-c4ccccc4)c3=O)C2=O)cc1
[61] CCOc1ccc(C(=O)N2CCSC2=S)cc1
[62] Cc1ccc(C2(c3ccc(C)cc3)CC2C(=O)Nc2ccc([N+](=O)[O-])cc2O)cc1 (stereo not drawn)
[63] C=CCSc1ncccc1C(=O)NCc1ccccc1
compound no.	57	58	59	60	61	62	63
FAK blocker	19*	-1	1	0	-1	0	-2
Mac1 fbg inh	-5	7	-2	x	x	99	-4
ERb SRC1 inh	4	0[fluorescence artefact?]	-6	x	-4	x	1[fluorescence artefact?]
ERa SRC1 inh	-4	1[fluorescence artefact?]	-5	x	-8	x	-9
PLK1 PBD inh	0	-16	-18	3	-12	-5	22
Rev-RRE block	7	3	6	8	3	-1	2
Mac1 fbg enh	-2	-1	-5	x	x	-10	1
PLK1 kinase inh	1	-1	-5	-11	-16	-11	0
ERa SRC1 pot	111[fluorescence artefact?]	105	85[fluorescence artefact?]	x	110	x	121

# Screens from PubChem BioAssay.
